# RAD54 inh: blocks human RAD54 Holliday junction branch migration. Q92698. FAM/BHQ fluorescence. inhibition, % at 10.4 µM. 360,000 tested, 0.14% active. AID 602329;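 active = mean normalized replicate activity at least 40 and at least half of replicates scoring 40 or more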;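 note: 0% = median of neutral control wells and 100% = median of positive control wells; inhibitors cause a drop in the FAM fluorescence signal; in these data hits start at about 50%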
# E-sel inducer: E-selectin induction on HUVECs; activation, % at 7.58 µM; 260,000 tested, 0.37% active; HUVEC E-selectin immunofluorescence imaging; normalized: neutral wells 0, TNF-alpha wells 100;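 active = mean E-selectin-positive cell signal at least 10% of the positive control, reached in at least 60% of replicates, without over 20% cell loss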;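 note: in these data hits start at about 27%; measured in HUVEC primary endothelial cells; signal is the percent of cells scored E-selectin positive by PE staining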
#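 Material: HUVEC primary endothelial cells; Amount: 3,000 cells per well; Dosing: single concentration; Medium: EGM-2 growth medium on 0.1% gelatin-coated wells; Read-out basis: percent E-selectin-positive cells; Signal: immunofluorescence imaging; Control set: TNF-alpha, DMSO.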
# ARNT TACC3 PPI: disruptors of human ARNT/TACC3 interaction; 390,000 tested, 0.66% active; AID 623870; AlphaScreen His-ARNT PAS-B/GST-TACC3 binding, luminescence; TACC3 fragment carries E629A point mutation; inhibition, % at 9.99 µM; Q9Y6A5;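 active = mean inhibition of replicates at least 50% and at least half of replicates each reaching 50%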;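 note: 0% = complete ARNT plus TACC3 wells and 100% = ARNT alone without TACC3; many hits fall short of the cut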
# PglD inh: inhibitors of Campylobacter jejuni PglD acetyltransferase. inhibition, % at 12.5 µM. purified PglD enzyme, DTNB colorimetric CoA detection. 360,000 tested, 0.098% active. AID 602405; in the data active = inhibition above about 16%, passing the limit was not always enough; note: strong numbers were not always called active
# ERp5 inh: ERp5 (human) disulfide isomerase inhibition; AID 651711; 350,000 tested, 0.05% active; ERp5 insulin aggregation, absorbance 650 nm, 90 min; inhibition, % at 9.99 µM;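 active = mean replicate inhibition above about 25%, with every replicate also reaching it, limit read from the data, passing the limit was not always enough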
# Target sequence (Q15084 whole entry, looked up): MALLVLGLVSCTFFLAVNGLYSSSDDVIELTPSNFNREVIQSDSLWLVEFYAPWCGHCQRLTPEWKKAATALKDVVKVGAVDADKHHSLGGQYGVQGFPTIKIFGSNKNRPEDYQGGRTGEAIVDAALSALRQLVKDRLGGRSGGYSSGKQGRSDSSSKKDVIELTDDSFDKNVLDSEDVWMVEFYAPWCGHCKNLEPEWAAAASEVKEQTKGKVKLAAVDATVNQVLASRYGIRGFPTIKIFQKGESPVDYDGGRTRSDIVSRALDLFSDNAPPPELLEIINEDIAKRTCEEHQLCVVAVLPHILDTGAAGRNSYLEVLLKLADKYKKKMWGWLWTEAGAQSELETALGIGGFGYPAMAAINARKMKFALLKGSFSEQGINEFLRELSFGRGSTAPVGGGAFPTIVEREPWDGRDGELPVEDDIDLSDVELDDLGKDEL
# esBAF inh: blocks esBAF chromatin remodeling in mouse ES cells | Bmi1-luciferase knock-in reporter, 24 h; 100% = twice the neutral-well signal | reporter increase, % at 12.5 µM | 350,000 tested, 2% active; in the data active = activation above about 40%;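 note: 0% = median of the plate's neutral control wells and 100% = double that signal; a rise in the Bmi1 reporter signal indicates esBAF inhibition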
# CASP6 VEID inh: inhibitors of human caspase-6; purified caspase-6, Z-VEID-R110 cleavage fluorescence; inhibition, % at 12.5 µM; 350,000 tested, 0.53% active;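 active = mean inhibition across replicates at least about 35%, with every replicate also reaching that limit, limit read from the data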;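 note: 0% = median of neutral control wells and 100% = no fluorescence left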
# Target sequence (P55212 24-179 limits assumed): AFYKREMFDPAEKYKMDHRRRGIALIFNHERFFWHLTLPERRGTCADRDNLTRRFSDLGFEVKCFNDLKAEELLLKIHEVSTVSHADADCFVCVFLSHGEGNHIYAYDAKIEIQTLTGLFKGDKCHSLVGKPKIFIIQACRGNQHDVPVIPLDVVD
# Target sequence (P55212 194-293 limits assumed): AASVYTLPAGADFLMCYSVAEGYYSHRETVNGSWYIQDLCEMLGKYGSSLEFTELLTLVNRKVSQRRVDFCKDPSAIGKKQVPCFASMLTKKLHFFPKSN
# RAD52 inh: blocks human RAD52 DNA annealing; recombinant RAD52 DNA annealing, FRET fluorescence; inhibition, % at 18.7 µM; 360,000 tested, 0.46% active; AID 651710;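 active = every replicate showing at least 50% inhibition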
# * hit, by the source's call; / = no result given; & = joins results of further samples.
SMILES,RAD54 inh,E-sel inducer,ARNT TACC3 PPI,PglD inh,ERp5 inh,esBAF inh,CASP6 VEID inh,RAD52 inh
CN(CCNC(=O)c1ccc(CS(=O)(=O)c2ccc(Br)cc2)o1)CCc1ccccc1,0,/,1,-4,3,-2,-13,-10
O=C(NC1CCCCC1)c1cccc(NC(=O)c2ccccc2Cl)c1,6,0.0,/,22*,0,-2,3,3
C[C@@H]1CN([C@H](C)CO)C(=O)Cc2cc(NC(=O)C3CCCCC3)ccc2O[C@H]1CN(C)C(=O)Nc1ccc(C(F)(F)F)cc1,-1,-1.5,-6,3,1,-3,-1,7
C[C@H](CO)N1C[C@H](C)[C@@H](CN(C)C(=O)Nc2ccccc2)Oc2ccc(NS(=O)(=O)c3cccs3)cc2CC1=O,7,0.4,13,3,14,4,0,9
COc1ccc(NC(=O)Nc2ccc3c(c2)C(=O)N([C@@H](C)CO)C[C@@H](C)[C@H](CN(C)C(=O)Nc2c(C)noc2C)O3)cc1,21,0.1,-3,1,0,-4,2,1
Cc1c(NC(=O)CSc2ncccn2)c(=O)n(-c2ccccc2)n1C,/,1.9,6,/,6,/,7,-6
Cc1cc(F)cc(-c2cc(C(=O)NCc3ccc(C(F)(F)F)cc3)[nH]n2)c1,13,0.0,/,-7,-9,-5,0,0
OC(c1ccc(Cl)cc1)c1ncc(-c2cccc(F)c2)[nH]1 (centres undefined),3,4.2,/,-3,0,/,4,-9
Cc1cc(NC(=O)c2oc3ccccc3c2C)ccc1-n1cnnn1,-1,/,4,-1,-1,20,1,-3
O=C(c1ccncc1)N1C[C@H]2[C@@H](c3ccccc31)[C@H](CO)N2C(=O)CN1CCOCC1,-6,0.2,-12,0,1,-6,-1,6
CSc1ccccc1C(=O)N1CCN(S(=O)(=O)c2sc(C(=O)O)c(C)c2C(=O)O)CC1,3,-0.7,-2,-3,0,-3,3,-3
O=C(/C=C/c1cccs1)Nc1sc2c(c1C(=O)O)CCCC2,-4,/,-7,0,-13,62*,13,-19
O=C(Nc1nnc(C2CC2)s1)C1CCCCC1,-4,-2.1,4,-5,/,9,0,-12
O=C1CSC(c2cccc(F)c2)N1c1c(F)cccc1F (centres undefined),-4,0.0,-1,-6,3,-8,/,-7
C/C(=N/N=C1/NC(=O)CC(C(=O)Nc2ccccc2)S1)c1cccs1 (centres undefined),/,/,4,/,0,/,5,-5
COC(=O)CN1C(=O)COc2ccc(S(=O)(=O)N3CCCCCC3)cc21,-17,/,-10,0,-1,-3,1,-2
O=C(Nc1ccccc1F)N[C@@H]1CC[C@@H](CCNC(=O)C2CC2)O[C@H]1CO,-4,0.1,/,-1,-6,-13,-4,15
Cn1c(-c2c(N)n(CCc3ccccc3)c3nc4ccccc4nc23)nc2ccccc21,6,/,-50,-1,4,/,-2,-10
COc1ccccc1N1CCN(Cc2cc3c(cc2Br)OCCO3)CC1,1,/,12,/,-17,-2,-1,-7
COc1ccc(-c2nc(CS(=O)(=O)CC(=O)NC3CCC(C)CC3)c(C)o2)cc1 (centres undefined),0,/,-4,4,-1,11,-5,-7
CC(=O)Nc1ccc(S(=O)(=O)N(C)CC(=O)OCC(=O)N2CC(C)OC(C)C2)cc1 (centres undefined),/,-0.1,-1,/,-3,/,0,-4
COc1cc(NS(=O)(=O)c2ccc(NC(=S)NC(=O)c3ccc(Br)cc3)cc2)ncn1,-10,/,-1,-2,4,0,0,-15
COc1ccc(C(=O)Nc2ccc(Cn3ccnc3)cc2)cc1OC,-8,/,1,2,-6,33,-3,-7
COc1ccc(CNC(=O)c2cc(=O)c3cc(C)c(C)cc3o2)cc1,0,0.0,-5,-3,3,-7,-1,-9
CCCC(=O)Nc1sc(C)c(-c2ccc(C(C)CC)cc2)c1C#N (centres undefined),2,/,5,-6,10,4,0,-18
COc1ccc(NC(=O)Nc2cccc3c2O[C@@H](CN(C)S(=O)(=O)c2ccc(OC)cc2)[C@@H](C)CN([C@@H](C)CO)C3=O)cc1,6,-0.5,-2,2,-5,21,-1,-6
CCc1nc2ccccc2c(=O)n1NC(=O)c1c(O)c2ccccc2[nH]c1=O,8,1.0,8,2,/,1,/,/
COC(=O)c1ccccc1NC(=O)CN1CCN(Cc2ccccc2)CC1,1,0.1,3,-2,-2,-11,-6,0
CCOc1ccccc1N(C(=O)Nc1ccc(Cl)cc1)C1=NCCS1,-9,/,/,3,0,0,0,-15
Nc1ncc([N+](=O)[O-])c(Oc2ccccc2F)n1,-5,0.5,-2,7,-5,/,0,-22
CC(C)(C)c1ccc(NC(=O)CCNC(=O)c2ccco2)cc1,0,0.3,/,3,-5,-6,-1,-4
Cc1ccc(NC(=O)CSc2nnnn2C2CCCC2)cc1S(=O)(=O)N1CCOCC1,-2,-0.1,-6,-1,-1,10,-1,-13
O=C(CN1C(=O)CSc2ccc(S(=O)(=O)N3CCOCC3)cc21)NCc1ccc(F)cc1,-7,/,-3,-2,-3,2,2,-9
COc1ccccc1CC(=O)Nc1cccc2c1CCCC2,1,3.3,/,4,5,/,1,-19
O=C(CCNC(=O)c1ccccc1Cl)Nc1ccc2c(c1)OCO2,2,/,-6,1,/,0,/,/
CCCNC(=O)Nc1ccc2c(c1)OC[C@@H](C)N(C)C[C@H](C)[C@@H](OC)CN(C)C2=O,-5,-0.1,4,-4,3,1,1,8
C/C(N)=C(/C#N)C(=O)CSc1nnnn1-c1ccc(C)cc1C,-28,/,-7,4,/,32,/,/
C=CC[C@@H](CC(=O)N(CCO)Cc1ccccc1)C(=O)N[C@H](COC(=O)[C@H](CC=C)CC(=O)OC(C)(C)C)Cc1c[nH]c2ccccc12,-14,-0.4,-3,0,0,3,0,-1
Cc1cccc(CS(=O)(=O)Cc2ccc(C(=O)NCCc3ccccc3)o2)c1,-3,/,3,1,2,8,2,5
COc1ccc(Cl)cc1NC(=O)CN(C)S(=O)(=O)c1cccs1,7,/,-5,1,1,1,1,-24
CCOC(=O)c1c[nH]c2c3c(ccc2c1=O)CCCC3,0,/,2,-6,/,26,/,/
C[C@H]1CN([C@@H](C)CO)C(=O)Cc2cc(NS(=O)(=O)c3ccc(F)cc3)ccc2O[C@@H]1CN(C)S(=O)(=O)c1cccs1,-1,-0.3,5,-1,-3,3,-3,-3
Cc1ccccc1-c1nnc(-c2cccc3ccccc23)o1,7,0.1,13,-4,5,71*,0,-2
Cc1ccc(C(=O)O)c(C(=O)Nc2nc(C)cs2)c1,-2,/,-8,-1,-4,-3,-2,-15
C=CCOc1ccc(C2NC(=S)NC(c3ccccc3)=C2C(C)=O)cc1OC (centres undefined),/,/,3,/,-6,/,-5,0
CNC[C@@H]1Oc2ccc(N)cc2C(=O)N([C@@H](C)CO)C[C@H]1C,3,0.0,/,7,-1,3,-1,12
Cn1nnnc1SCC(=O)N1CCCc2ccccc21,1,/,5,7,/,0,/,/
O=C(NCCc1ccccn1)c1ccc(S(=O)(=O)N2CCCCCC2)cc1,9,/,-6,-2,/,2,/,/
CN(C)c1cccc2c(C=C(C#N)C#N)ccc(N(C)C)c12,12,0.0,7,10,10,/,-7,-12
COc1ccccc1CCNS(=O)(=O)CCNC(=O)c1ccccc1,-3,2.7,-2,1,-11,-6,0,0
Cc1ccccc1-c1ccc2c(c1)O[C@@H](CN(C)C)[C@@H](C)CN([C@H](C)CO)S2(=O)=O,-7,-0.6,-1,6,-1,-2,1,23
Cc1cc(C)nc(SCc2nnc(SCC(=O)O)n2-c2ccccc2)n1,6,/,-2,3,0,-2,2,2
NS(=O)(=O)c1ccc(N2N=C(c3ccc(Br)cc3)CC2c2ccc(F)cc2)cc1 (centres undefined),-3,/,-32,-33,/,-4,/,/
O=C(NCc1ccccn1)C(=O)C1C(=O)Nc2ccccc21 (centres undefined),/,/,0,/,3,/,-4,-21
Cc1c(CCOC(=O)C2C3CC4CC(C3)CC2C4)sc[n+]1CC(=O)c1ccc(Br)cc1 (centres undefined),3&15,0.3,4&5,14&-6,-4,10&3,1,-21
c1ccc(Oc2cc(-c3ccccc3)nc(-c3ccccc3)n2)cc1,/,/,0,/,4,/,-1,-16
O=C1CN(Cc2ccc(F)cc2)C[C@@H]2[C@H](c3ccc(Br)cc3)[C@H](CO)N12,/,0.3,/,/,0,/,-2,0
Cc1ccc(S(=O)(=O)Nc2ccc3c(c2)C(=O)N([C@@H](C)CO)C[C@@H](C)[C@@H](CN(C)C(=O)Nc2ccc(C(F)(F)F)cc2)O3)cc1,-6,1.1,-11,-156,0,5,0,-25
COC(=O)Cc1ccc(OC2(C)CCN(Cc3ccccc3)C2)cc1 (centres undefined),3,0.0,/,3,-7,1,0,3
COc1ccccc1NS(=O)(=O)c1c(C)[nH]c(C)c1C(=O)N1CCCC1,4,50*,-3,0,4,1,1,-7

# Reformatted: three of the compounds above
Cc1ccccc1-c1ccc2c(c1)O[C@@H](CN(C)C)[C@@H](C)CN([C@H](C)CO)S2(=O)=O
  RAD54 inh: -7
  E-sel inducer: -0.6
  ARNT TACC3 PPI: -1
  PglD inh: 6
  ERp5 inh: -1
  esBAF inh: -2
  CASP6 VEID inh: 1
  RAD52 inh: 23

Cc1cc(C)nc(SCc2nnc(SCC(=O)O)n2-c2ccccc2)n1
  RAD54 inh: 6
  E-sel inducer: /
  ARNT TACC3 PPI: -2
  PglD inh: 3
  ERp5 inh: 0
  esBAF inh: -2
  CASP6 VEID inh: 2
  RAD52 inh: 2

NS(=O)(=O)c1ccc(N2N=C(c3ccc(Br)cc3)CC2c2ccc(F)cc2)cc1 (centres undefined)
  RAD54 inh: -3
  E-sel inducer: /
  ARNT TACC3 PPI: -32
  PglD inh: -33
  ERp5 inh: /
  esBAF inh: -4
  CASP6 VEID inh: /
  RAD52 inh: /

# More results follow:
SMILES,RAD54 inh,E-sel inducer,ARNT TACC3 PPI,PglD inh,ERp5 inh,esBAF inh,CASP6 VEID inh,RAD52 inh
CC(C)NC(=O)Nc1ccc2c(c1)CC(=O)N([C@@H](C)CO)C[C@H](C)[C@H](CN(C)CC1CC1)O2,8,-3.3,-11,2,10,3,3,-3
Nc1c(Br)c(=O)[nH]c(=O)n1-c1ccccc1,0,0.0,-4,6,2,7,-2,-15
COc1ccc(CNC(=O)Cc2cccs2)cc1,-4,/,-2,-1,/,40,/,/
O=C1CC(NS(=O)(=O)c2ccccc2F)CN1c1ccc2c(c1)OCCO2 (centres undefined),5,/,2,-4,-4,/,3,-6
N#CC1=C(S)N(c2ccc(F)cc2)C2(CCCCC2)NC1=O,-4,0.0,3,-2,0,-1,-1,-7
O=C(Nc1cccc(F)c1)N1CC(=O)N2[C@H](CO)[C@H](c3ccc(Br)cc3)[C@@H]2C1,/,-0.3,/,/,0,/,-3,-6
Cc1cc(Br)cn2c(Cc3cccc(Cl)c3)c(-c3cccc(Cl)c3)nc12,/,-0.2,/,/,16,/,-1,-36
CCS(=O)(=O)Nc1ccc2c(c1)C(=O)N(C)C[C@@H](OC)[C@@H](C)CN(C(=O)c1ccc3c(c1)OCO3)[C@@H](C)CO2,1,-0.3,-5,1,-1,2,1,-18
CSCCC(c1nc2ccccc2[nH]1)n1c(-c2cc(C(F)(F)F)cc(C(F)(F)F)c2)nc2ccccc21 (centres undefined),/,-0.3,/,/,-3,/,-2,-5
O=C(CC12CC3CC(CC(C3)C1)C2)NCc1ccco1,/,/,-1,/,3,/,2,0
COc1ccc(Cc2c(-c3ccco3)nc3ccc(Cl)cn23)c(C)c1,-4,-0.1,/,-5,3,-5,8,-14
Cc1cccc(-n2c(O)c(C=Nc3cc(O)ccc3C)c3ccccc3c2=O)n1,10,-1.7,-2,/,0,-7,0,-1
O=C(Nc1ccc(N2CCN(Cc3ccccc3)CC2)cc1)c1ccco1,14,-0.4,0,-4,3,/,-1,-16

# Entries listed so far marked active in esBAF inh.
smiles	ARNT TACC3 PPI	PglD inh	ERp5 inh	esBAF inh	CASP6 VEID inh	RAD52 inh
O=C(/C=C/c1cccs1)Nc1sc2c(c1C(=O)O)CCCC2	-7	0	-13	62*	13	-19
Cc1ccccc1-c1nnc(-c2cccc3ccccc23)o1	13	-4	5	71*	0	-2
